# Screening results: PubChem, Sanford-Burnham Center for Chemical Genomics
# UPR XBP1 act – activators of adaptive XBP1 UPR arm, primary screen, cell-based, CHO-XBP1 luciferase reporter, luminescence, uHTS; IRE1-XBP1 UPR activation; percent of tunicamycin response, DMSO as zero; activation, % at 20 µM; 330,000 compounds, 0.33% hits; AID 463104, 2010;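 active = versus positive control, 20 µM dose yields 30% or more activation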;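 also: 100% = tunicamycin at 10 µg/mL and 0% = DMSO only wells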
#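 Test system: CHO-XBP1 luciferase reporter cells | Buffer or medium: Serum-containing F12 medium, 10% FBS | Schedule: 6 h compound exposure at 37 °C, 5% CO2 | Detection: Steady-Glo luciferase glow luminescence, 10 min after reagent addition | Read-out basis: Activation, % of tunicamycin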
# CXCR6 inh – CXCR6 receptor inhibitors, primary screen, cell-based, beta-arrestin, luminescence, CHO-K1 PathHunter, 1536-well | AID 602244, 2012 | inhibition, % at 20 µM | C-X-C chemokine receptor type 6 (Homo sapiens), O00574 | 360,000 compounds, 0.36% hits; in the data active = inhibition above about 34%, passing the limit was not always enough;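 also: antagonist mode with CXCL16 agonist at 10 nM final; 0% = 10 nM CXCL16 with DMSO and 100% = unstimulated wells without agonist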
# Target sequence (O00574 whole entry, looked up): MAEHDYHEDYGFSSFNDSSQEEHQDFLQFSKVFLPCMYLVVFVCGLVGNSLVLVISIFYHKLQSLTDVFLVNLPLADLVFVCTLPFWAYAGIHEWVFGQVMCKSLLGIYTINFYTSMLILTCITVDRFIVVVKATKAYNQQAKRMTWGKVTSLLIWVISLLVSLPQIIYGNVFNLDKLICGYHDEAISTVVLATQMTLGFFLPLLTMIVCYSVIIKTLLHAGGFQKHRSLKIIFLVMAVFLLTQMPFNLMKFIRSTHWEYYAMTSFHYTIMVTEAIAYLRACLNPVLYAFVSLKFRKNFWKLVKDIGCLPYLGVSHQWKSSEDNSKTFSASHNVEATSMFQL
# APJ ag – agonists of human apelin receptor APJ, primary screen, CHO-K1 cells, PathHunter beta-arrestin, luminescence. activation, % at 20 µM. 330,000 compounds, 0.11% hits. 0% DMSO wells, 100% apelin. AID 2520, 2010. P35414;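 active = activation more than six SD over the plate average, tested at 20 µM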;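 also: 0% = DMSO alone and 100% = apelin-13 at 10 nM; some results filed as inactive read as strong as hits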
# Target sequence (P35414 whole entry, looked up): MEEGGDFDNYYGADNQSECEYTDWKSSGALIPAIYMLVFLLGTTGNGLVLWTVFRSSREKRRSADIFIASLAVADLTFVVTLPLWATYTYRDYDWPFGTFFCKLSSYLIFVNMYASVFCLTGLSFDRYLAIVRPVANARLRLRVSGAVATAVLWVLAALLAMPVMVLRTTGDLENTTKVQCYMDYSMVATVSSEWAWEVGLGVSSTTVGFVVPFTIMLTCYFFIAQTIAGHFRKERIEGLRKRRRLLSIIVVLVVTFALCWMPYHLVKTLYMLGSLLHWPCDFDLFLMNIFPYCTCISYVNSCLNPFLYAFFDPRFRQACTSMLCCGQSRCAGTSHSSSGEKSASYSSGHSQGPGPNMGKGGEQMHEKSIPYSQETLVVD
#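 Incubation: overnight seeding, 90 min compound at 25 °C, 1 h detection; test system: PathHunter CHO-K1 APJ (AGTRL-1) beta-arrestin reporter cells; amount: 1000 cells/well; doses: one dose, 20 µM compound, 1% DMSO; measured by: beta-gal luminescence; measure: agonist-driven arrestin binding to APJ; benchmarks: negative DMSO alone, positive Apelin-13 at 10 nM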
# Mdm2-MdmX inh – inhibitors of human Mdm2-MdmX association, primary screen, cell-based, luminescence, split luciferase, SaOS-2, uHTS; SaOS-2 split-luciferase Mdm2/MdmX complementation; inhibition, % at 8 µM; 330,000 compounds, 3% hits;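 active = inhibition of at least 50% at 8 µM in the primary screen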
# CCR6 antag – CCR6 receptor antagonists, primary screen, cell-based, CHO-K1, luminescence, beta-arrestin, uHTS | C-C chemokine receptor type 6 (Homo sapiens), P51684 | CHO-K1 CCR6 PathHunter beta-arrestin, CCL20-stimulated | inhibition, % at 20 µM | 340,000 compounds, 0.49% hits | AID 493098, 2011;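 active = compounds whose inhibition of the agonist-driven luminescence signal at 20 µM reaches about 50%, limit read from the data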;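 also: cells stimulated with CCL20 at 14 nM final; plate controls were DMSO with CCL20 for no effect and DMSO without agonist for full effect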
# Target sequence (P51684 whole entry, looked up): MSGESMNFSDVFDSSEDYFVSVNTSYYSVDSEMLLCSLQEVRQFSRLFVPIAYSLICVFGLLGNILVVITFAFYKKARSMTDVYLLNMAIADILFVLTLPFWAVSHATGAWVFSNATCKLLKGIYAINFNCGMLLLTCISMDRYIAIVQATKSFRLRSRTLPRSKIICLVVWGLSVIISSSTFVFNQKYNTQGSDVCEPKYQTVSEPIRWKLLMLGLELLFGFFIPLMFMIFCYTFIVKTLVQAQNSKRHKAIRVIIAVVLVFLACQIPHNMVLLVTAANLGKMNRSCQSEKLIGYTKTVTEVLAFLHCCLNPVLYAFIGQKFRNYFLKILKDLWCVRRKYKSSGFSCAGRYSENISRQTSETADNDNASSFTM
# tim23-1 inh – growth inhibitors of tim23-1 mutant yeast, primary screen, luminescence, uHTS; S. cerevisiae tim23-1 growth, BacTiter-Glo luminescence, 24 h; inhibition, % at 20 µM; 330,000 compounds, 1.3% hits; AID 463212, 2010;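 active = growth inhibition of the mutant yeast at or above 50%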;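 also: temperature-sensitive mutant grown at 25 °C; plate controls were DMSO-treated mutant yeast for no effect and medium wells lacking yeast for full effect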
# APJ antagonist – antagonists of human apelin receptor APJ, primary screen, CHO-K1 cells, beta-arrestin complementation, luminescence | P35414 | inhibition, % at 20 µM | 330,000 compounds, 0.32% hits | AID 2521, 2010;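 active = inhibition above about 40% at 20 µM, limit read from the data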;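 also: cells challenged with 10 nM apelin-13 agonist together with compound; plate controls were apelin-13 plus DMSO wells for no effect and DMSO wells lacking apelin-13 for full effect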
# UPR CHOP act – activators of apoptotic CHOP UPR arm, primary screen, cell-based, CHO-CHOP luciferase reporter, luminescence, uHTS; UPR activation; percent of tunicamycin response over DMSO baseline; activation, % at 10 µM; 330,000 compounds, 0.34% hits; AID 449763, 2010;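 active = at 10 µM dose, activation of 40% or more, normalized to positive control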;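 also: 100% = tunicamycin at 10 µg/mL and 0% = DMSO alone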
#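 Assay system: CHO cells with stable CHOP pathway luciferase reporter; Buffer or medium: F12 plus 10% serum; Times: 16-18 h cell attachment, then 6 h compound exposure, 37 °C; Signal: luciferase luminescence; Read-out basis: percent activation relative to tunicamycin control; Control set: tunicamycin high control, DMSO low control.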
# EBI2 block – EBI2 receptor antagonists, beta-arrestin recruitment, primary screen, cell-based, luminescence, 7a,25-OHC stimulation, uHTS. 360,000 compounds, 0.81% hits. AID 651636, 2012. G-protein coupled receptor 183 (Homo sapiens), P32249. 7a,25-OHC stimulated. inhibition, % at 5 µM; in the data active = inhibition above about 38%;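 also: enzyme fragment complementation signal reports receptor beta-arrestin coupling in cells; 0% = agonist plus DMSO wells and 100% = wells without agonist; some results beyond the cut were filed as inactive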
# The depositor's hits bear a star. The list is partial, so the mix of outcomes need not match the whole.
entry	mol	UPR XBP1 act	CXCR6 inh	APJ ag	Mdm2-MdmX inh	CCR6 antag
1	CCc1ccc(-n2c(CSc3nnnn3-c3ccccc3)nc3ccccc3c2=O)cc1	-1	4	-2	38	3
2	CS(=O)(=O)N(Cc1ccccc1)c1ccccc1C(=O)O	-5	8	-3	14	6
3	O=C(Cc1ccc(Cl)cc1)c1c[nH]c(C(=O)NCCCN2CCOCC2)c1	-2	-2	-3	-10	1
4	COCCC(=O)N1CCC(Oc2ccc(C(=O)N3CCC[C@H]3CO)cc2)CC1	-3	-5	-5	14	7
5	CCn1c(=S)[nH]c2cc(S(=O)(=O)N3CCOCC3)ccc21	-4	-3	-1	11	-2
6	Cc1nn(-c2ccccc2)c(Cl)c1/C=C(\CC(=O)O)c1nc2ccccc2s1	-3	4	-3	2	10
7	O=C(NCC1(c2ccccc2)CCOCC1)c1ccc(Br)o1	-2	-2	0	-31	0
8	O=C(NCC1CCCCC1)c1cc2ccccc2cc1O	1	-23	-2	-17	9
9	Cn1c(-c2ccc(Br)o2)nc2ccccc21	-1	-2	-1	-77	-7
10	O=C1/C(=C/C=C/c2ccco2)SC(=S)N1c1ccc(O)cc1	0	6	-4	-15	33
11	COC(=O)c1sc2nc(CSc3nc4ccc(C)cc4[nH]3)[nH]c(=O)c2c1C	-1	-3	1	4	2
12	CCN1CCN(CCCNC(=O)c2cc3c(s2)-c2ccccc2OC3)CC1	-1	-6	1	17	27
13	CCN(CC)C(=O)CC(c1ccc(OC)cc1)c1c(OC)cc(OC)c2ccc(=O)oc12 (configuration not stated)	0	3	5	3	4
14	CCC(=O)N1CCN=C1SCc1ccccc1Cl	-3	-1	-3	15	-6
15	COCCn1c(C)cc(C(=O)COC(=O)CCS(=O)(=O)c2ccc(C)cc2)c1C	-2	5	-7	4	6

entry	tim23-1 inh	APJ antagonist	UPR CHOP act	EBI2 block
1	20	19	0.3	7
2	2	7	0.3	-10
3	-16	-10	1.3	-3
4	-3	11	-2.6	-1
5	16	1	0.3	-6
6	26	12	0.2	-5
7	17	4	0.2	-18
8	31	-8	3.8	3
9	18	7	4.0	3
10	4	-7	0.5	-7
11	-2	16	0.7	3
12	2	8	-1.4	4
13	17	4	-1.8	-13
14	15	15	-1.5	1
15	22	27	2.1	2

# (continued)
entry	mol	UPR XBP1 act	CXCR6 inh	APJ ag	Mdm2-MdmX inh	CCR6 antag
16	COc1ccc(-n2c(C)nn(C)c2=O)cc1	2	2	2	-2	7
17	Cc1nc(N)sc1C(=O)Nc1ccccc1	-1	0	2	12	17
18	OCCN(CCO)CC(O)CN1c2ccccc2Sc2ccccc21 (configuration not stated)	-1	-8	-3	-2	10
19	CC(C)n1c(O)c(N=NC(=O)CNC(=O)CCc2ccccc2)c2ccccc21	3	3	-3	-5	-3
20	Cc1cc2nc(CS(=O)(=O)c3ccccc3)cc(=O)n2[nH]1	-1	-2	2	-14	-2
21	Cn1cccc1C(=O)NC(=O)COC(=O)c1cc(Cl)ccc1[N+](=O)[O-]	0	-8	-5	-40	-3
22	CCCN(CCC)C(=O)CSc1nc2n[nH]c(C)c2c(=N)n1-c1ccc(OC)cc1	18	6	-1	50*	-11
23	CCCCCCC(=O)Nc1nc(C)c(-c2csc(Nc3ccc(Cl)cc3)n2)s1	-2	5	-4	-12	2
24	COc1ccc(S(=O)(=O)N2CCN(Cc3cccc(OC)c3OC)CC2)cc1	-1	-4	-1	-4	-5
25	O=C(CSc1ccc(-c2ccc(F)cc2)nn1)NC1CCCCC1	10	7	2	10	3
26	COc1ccccc1N1CCN(CC(O)COc2ccc(C)cc2C)CC1 (configuration not stated)	2	6	-3	23	5
27	CCOC(=O)N1CCN(c2ccc(O)cc2)CC1	0	0	3	33	-17
28	Cc1c(C#N)c(N=CN(C)C)c(C(=O)c2ccc(Br)cc2)n1-c1ccc(Cl)cc1	-2	2	-2	14	21
29	Cc1ccc(N2C(N)=C(C#N)C(c3cccnc3)C3=C2CC(C)(C)CC3=O)cc1 (configuration not stated)	0	0	-1	14	4
30	COc1cc2[nH]c(=O)n(CCC(=O)NCc3cccnc3)c(=O)c2cc1OC	-1	1	-3	13	6

entry	tim23-1 inh	APJ antagonist	UPR CHOP act	EBI2 block
16	-7	0	-2.1	-3
17	4	2	1.1	-2
18	9	10	0.2	2
19	22	-5	-0.1	-2
20	12	-26	-1.9	-3
21	-12	-25	-0.1	-1
22	14	3	1.2	9
23	24	16	0.0	14
24	18	-11	1.4	4
25	3	-12	0.5	0
26	13	13	-0.5	26
27	-17	-8	-0.7	-1
28	46	16	-1.5	3
29	9	-8	2.4	7
30	-10	6	2.2	3

# Further structures:
entry	mol	UPR XBP1 act	CXCR6 inh	APJ ag	Mdm2-MdmX inh	CCR6 antag
31	O=C(NC(=S)N1CCCCCC1)c1ccccc1Cl	4	-5	-2	2	8
32	CNC(=O)CN(C)S(=O)(=O)c1ccc(OC)c(Cl)c1	-4	-4	-3	31	-4
33	CCOC(=O)c1c(C)[nH]c(C)c1C(=O)COC(=O)[C@@H](NC(=O)c1ccco1)C(C)C	-2	0	4	15	0
34	COc1ccc(CNC(=O)COC(=O)c2cccs2)cc1	3	1	-1	10	14
35	CC(c1ccccc1)n1c(CCCO)nc2ccccc21 (configuration not stated)	-6	5	1	7	-2
36	O=C(c1cccs1)n1nc(-c2ccc(Cl)cc2)nc1NCc1ccco1	0	12	-5	-57	6
37	CC(C(=O)Nc1ccccc1F)N1CCN(S(=O)(=O)c2ccc(C(F)(F)F)cc2)CC1 (configuration not stated)	-1	-38	-5	10	13
38	Fc1cccc(NC(=S)NNc2ccccc2)c1	1	7	1	19	16
39	O=C(Cc1csc(Nc2nc(=S)[nH]c3ccccc23)n1)NCc1ccc(Cl)cc1	-3	32	-5	74*	50
40	CCOC(=O)C(=CNc1cc(C)nn1-c1ccc(C)cc1)C(=O)OCC	1	-6	8	4	-4
41	COc1ccccc1-c1ccc(/C=C2\C=CC(=O)O2)o1	3	-5	-7	15	32
42	O=C(O)C1CCCN1S(=O)(=O)c1cc(Cl)ccc1Cl (configuration not stated)	-2	-2	1	-3	-4
43	O=C(CS(=O)CC(=O)Nc1cnc2ccccc2c1)Nc1ccc(Cl)cc1 (configuration not stated)	0	1	1	-4	2
44	O=C(O)C1CCCCC1C(=O)Nc1ccc(F)cc1F (configuration not stated)	0	-5	-3	-17	-5
45	O=C(Nc1cccc(NC(=O)c2cccs2)c1)c1ccc(Br)cc1	-3	2	0	10	10

entry	tim23-1 inh	APJ antagonist	UPR CHOP act	EBI2 block
31	24	9	0.6	-13
32	11	7	-0.8	2
33	13	-9	0.7	7
34	-2	17	3.1	-5
35	4	-1	1.0	-15
36	-4	-9	-0.2	26
37	23	-18	0.3	7
38	59*	-16	2.5	-9
39	20	16	-1.1	31
40	-5	-17	6.4	-30
41	23	18	22	3
42	19	7	-0.6	-3
43	5	7	1.5	5
44	2	-16	-0.5	-1
45	12	4	1.7	-19

# Single entries from the entries so far:
# CCCN(CCC)C(=O)CSc1nc2n[nH]c(C)c2c(=N)n1-c1ccc(OC)cc1 in APJ ag → -1
# CCOC(=O)c1c(C)[nH]c(C)c1C(=O)COC(=O)[C@@H](NC(=O)c1ccco1)C(C)C in EBI2 block → 7
# CC(C)n1c(O)c(N=NC(=O)CNC(=O)CCc2ccccc2)c2ccccc21 in Mdm2-MdmX inh → -5
# CCc1ccc(-n2c(CSc3nnnn3-c3ccccc3)nc3ccccc3c2=O)cc1 in CCR6 antag → 3
# Cc1c(C#N)c(N=CN(C)C)c(C(=O)c2ccc(Br)cc2)n1-c1ccc(Cl)cc1 in Mdm2-MdmX inh → 14
# COc1ccccc1N1CCN(CC(O)COc2ccc(C)cc2C)CC1 (configuration not stated) in Mdm2-MdmX inh → 23
# CCC(=O)N1CCN=C1SCc1ccccc1Cl in EBI2 block → 1

# Continued.
entry	mol	UPR XBP1 act	CXCR6 inh	APJ ag	Mdm2-MdmX inh	CCR6 antag
46	Cc1ccc2cc(C#N)c(NCc3ccccc3)nc2c1	-2	-2	-5	-14	-5
47	CC1CCN(C(=O)COC(=O)/C=C/c2ccc([N+](=O)[O-])cc2)CC1	-4	-17	1	3	-12
48	Oc1ccc(Br)cc1/C=N/n1c(C2CCCCC2)n[nH]c1=S	-3	0	2	-48	-7
49	CC1(C)COC(c2cccn2Cc2ccccc2Cl)=N1	-3	3	-6	13	26
50	O=C(C1CC(=O)N(c2ccc(F)cc2)C1)N1CCC(c2nc3ccccc3[nH]2)CC1 (configuration not stated)	-1	0	10	7	3
51	CCc1ccc(C(=O)c2oc3nc(C)cc(C)c3c2N)cc1	5	6	1	7	1
52	CC(NC(=O)C1CCCN(S(=O)(=O)c2cccs2)C1)c1ccccc1 (configuration not stated)	-1	-1	-1	-1	-1
53	O=C(COC(=O)c1nc(Cl)c(Cl)c(Cl)c1Cl)NCc1ccccc1	-1	-6	-1	54*	0
54	CCN1C(=O)S/C(=C/c2ccsc2)C1=O	1	1	-2	-16	7
55	CCOC(=O)C1CCCN(c2c(NCCc3ccc(S(N)(=O)=O)cc3)c(=O)c2=O)C1 (configuration not stated)	3	-5	-1	2	0
56	Cc1cc(Br)ccc1NC(=O)CN(C)C(=O)c1cc([N+](=O)[O-])ccc1N1CCOCC1	-2	15	-4	-4	24

entry	tim23-1 inh	APJ antagonist	UPR CHOP act	EBI2 block
46	-9	-17	-2.4	6
47	7	-2	1.0	-6
48	50	-4	-0.7	5
49	2	11	-0.3	-6
50	14	-65	0.1	-9
51	29	-3	4.1	5
52	9	-52	1.2	-3
53	59*	0	4.3	-15
54	8	11	3.7	-21
55	-3	-11	3.0	-4
56	7	16	-0.5	2

# An excerpt of these results, with tabs.
item	mol	UPR XBP1 act	CXCR6 inh	APJ ag	Mdm2-MdmX inh	CCR6 antag	tim23-1 inh	APJ antagonist	UPR CHOP act	EBI2 block
46	Cc1ccc2cc(C#N)c(NCc3ccccc3)nc2c1	-2	-2	-5	-14	-5	-9	-17	-2.4	6
50	O=C(C1CC(=O)N(c2ccc(F)cc2)C1)N1CCC(c2nc3ccccc3[nH]2)CC1 (configuration not stated)	-1	0	10	7	3	14	-65	0.1	-9
